M17LAP inhibition: P. falciparum M17LAP inhibitors, primary screen, biochemical, fluorogenic H-Leu-NHMec substrate, 1536-well (AID 1619) | recombinant M17LAP, H-Leu-NHMec fluorogenic kinetic assay; higher % means a stronger effect | inhibition, % at 30 µM, or IC50 in µM where a hit was titrated | actives 0.38% (n = 220,000);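 active = compound inhibiting the enzyme by more than half at any dose during confirmatory dose-response retesting; inconclusive = strong single-dose inhibitors picked by rank but not retested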;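 note: plate controls were full reaction with DMSO carrier for no effect and no enzyme background for full effect; strong numbers were not always called active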
M1AAP inhibition: malaria alanyl aminopeptidase activity blockers – biochemical, fluorogenic H-Leu-NHMec substrate, 1536-well (AID 1445) | recombinant M1AAP, H-Leu-NHMec fluorogenic kinetic assay; higher % means a stronger effect | one-dose inhibition, % at 30 µM; IC50 in µM for titrated hits | actives 0.42% (n = 220,000);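 active = primary inhibition above the hit cutoff, then over 50% inhibition at one or more dose response concentrations, cut at about 23% in these data, passing the limit was not always enough; inconclusive = conflicting primary data, or primary hits not chosen for dose response; inactive = low primary inhibition, or under 50% at every dose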;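 note: plate controls were DMSO full reaction for no effect and no enzyme background for full effect; strong numbers were not always called active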
Dynein transport: blocks dynein driven cargo transport along microtubules; 3617.4 mouse cells, GR-EGFP nuclear translocation imaging; test concentration mostly 20 µM; stimulated with dexamethasone, 1 µM; hits give low values; z-score, hits read low; actives 0.47% (n = 220,000);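 active = plate z-score of nuclear minus cytoplasmic receptor signal below a set negative limit, without overly bright fluorescence or cell loss, cut at about -3.5 in these data, passing the limit was not always enough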;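 note: z-score of nuclear minus cytoplasmic ring GR-EGFP intensity difference per well; some compounds called inactive have numbers as strong as hits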
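Buffer or medium: tet-free, stripped-serum medium; Also added: dexamethasone, 1.0 µM final; Technique: high-content fluorescence imaging after fixation; Times: 48 h induction, 1 h compound, 30 min dex at 37 °C; Read-out: per-cell GR-EGFP intensity, nucleus versus surrounding cytoplasmic ring, well-averaged.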
LYP phosphatase: PTPN22 lymphoid phosphatase activity blockers – biochemical, fluorescence intensity, uHTS (AID 1779); recombinant LYP phosphatase, fluorescence intensity; higher % means a stronger effect; actives 0.054% (n = 290,000); inhibition, % at 11.5 µM, or IC50 in µM where a hit was titrated;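 note: plate controls were vehicle with enzyme for no effect and no enzyme for full effect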
XIAP antagonists: XIAP antagonists, biochemical, IAP family, fluorescence polarization (AID 1018) | XIAP BIR domain, fluorescence polarization peptide displacement; higher % means a stronger effect | displacement, % at 20 µM, or IC50 in µM where a hit was titrated | actives 0.007% (n = 200,000); in the data active = displacement above about 50%; note: a part of the inactive calls stands beside numbers as strong as those of hits
AID2073: disruptors of CaV2.2 binding to Mint1 – biochemical, HTRF (AID 2073) | actives 0.19% (n = 290,000) | HTRF protein-protein interaction, Mint1-CaV2.2; higher % means a stronger effect | one-dose inhibition, % at 20 µM; IC50 in µM for titrated hits; in the data active = inhibition mostly above about 51%, no sharp cut-off; inconclusive = no clear call, values can overlap the other calls; inactive = mostly below about 53%; note: some results filed as inactive read as strong as hits
PMI inhibition: MPI inhibition at elevated mannose 6-phosphate – biochemical, fluorescence intensity, high mannose 6-phosphate, primary screen (AID 1220). actives 0.66% (n = 190,000). recombinant PMI enzyme, coupled fluorescence intensity; higher % means a stronger effect. one-dose inhibition, % at 20 µM; IC50 in µM for titrated hits
PMI inhibitors: inhibitors of human PMI, primary screen, biochemical, fluorescence intensity, coupled assay (AID 1209). inhibition, % at 20 µM; hits with a dose series show IC50 in µM. actives 0.42% (n = 190,000). purified PMI enzyme, coupled fluorescence intensity; higher % means a stronger effect;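 note: plate controls were DMSO vehicle for no effect and wells lacking substrate for full effect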
Siah-1 displacement: blockers of Siah-1 interaction with plectin peptide – biochemical, fluorescence polarization, rhodamine-plectin, uHTS, primary screen (AID 1817); Siah-1 / rhodamine-plectin peptide fluorescence polarization; higher % means a stronger effect; displacement, % at 20 µM; hits with a dose series show IC50 in µM; actives 0.02% (n = 290,000);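 active = displacement of at least 50% at 20 µM, with a fluorescence ratio check between 0.3 and a set limit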;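 note: plate controls were Siah plus tracer with DMSO for no effect and tracer alone without Siah for full effect; strong numbers were not always called active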
Dynein transport cytoplasmic EGFP: further read-out of Dynein transport, marked with its call; z-score; measured here: cytoplasmic GR-EGFP intensity; hits give high values
Dynein transport nuclear GR-EGFP: recorded beside Dynein transport, whose call it bears; z-score; measured here: nuclear GR-EGFP intensity;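 lower value marks the stronger effect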
Dynein transport cell count: recorded beside Dynein transport, whose call it bears; z-score; measured here: cell count per field
* = called active by the depositor; ? = inconclusive; nt = not tested or not shown. Cut-off read from the data, not from the text of the source, unless noted: active = inhibition above about 50%; inactive = the rest.

SMILES	M17LAP inhibition	M1AAP inhibition	Dynein transport	Dynein transport cytoplasmic EGFP	Dynein transport nuclear GR-EGFP	Dynein transport cell count	LYP phosphatase	XIAP antagonists	AID2073	PMI inhibition	PMI inhibitors	Siah-1 displacement
Cc1ccccc1NC(=O)Cn1nnc2c(cnn2-c2ccc(F)cc2)c1=O	-9.4%	3.7%	-0.772	-0.0433	0.13	0.752	-6.7%	-5.3%	?	-2.2%	1.2%	-2.8%
CCc1nc(N)c(C#N)c(-c2cccnc2)c1C	18.4%	15.8%	-0.51	-0.208	-0.0558	-0.177	0.5%	-3.7%	2.5%	9.6%	20.2%	-4.0%
Cc1cc(C(=O)CSc2nnc(-c3ccc(Cl)cc3)n2CC2CCCO2)c(C)n1C (stereo unspecified)	-1.3%	5.7%	-1.26	-0.219	-0.563	0.367	8.1%	-1.7%	-26.3%	1.7%	-3.2%	0.2%
CC(=O)N/C(=C/c1ccc2c(c1)OCO2)C(=O)NCCCO	8.2%	2.9%	-0.611	-0.153	0.0805	-0.411	6.8%	-3.7%	3.7%	-3.2%	-2.8%	-2.4%
Cc1ccc(C(C)C)c(OCC(=O)NN=C2CCCCCCC2)c1	1.3%	4.0%	-0.245	-0.254	-0.142	0.717	-1.1%	-3.6%	-1.0%	8.9%	0.3%	-1.3%
CC(NC(=O)c1ccc(C(C)(C)C)cc1)C(=O)O (stereo unspecified)	8.5%	1.4%	-0.511	-0.285	-0.125	0.321	-8.2%	-2.4%	17.9%	-3.4%	0.5%	-1.5%
CCN(CC)CCNS(=O)(=O)c1ccc(Cl)cc1	0.0%	3.9%	1.44	-0.358	0.959	-1.06	-8.1%	-0.3%	0.4%	7.5%	5.3%	0.0%
CC(=O)Nc1ccc(S(=O)(=O)N2CCN(C(=O)N3CCOCC3)CC2)cc1	6.9%	18.7%	-0.174	-0.229	-0.052	1.13	-6.5%	-5.7%	-9.2%	1.8%	-1.9%	-2.0%
CC(C)CNC(=S)NC(=O)c1ccc([N+](=O)[O-])cc1	0.1%	4.2%	0.384	0.05	0.979	-0.599	-5.3%	-3.4%	-3.0%	-0.5%	7.8%	5.0%
COc1ccc2c(c1)C1NC(=S)N[C@@](C)(O2)C1C(=O)Nc1ccccc1 (stereo partly specified)	-5.5%	-9.8%	0.114	-0.237	0.584	1.61	5.0%	4.9%	-11.0%	9.9%	11.4%	1.1%
O=C(NC(=S)Nc1ccccc1)c1ccc(Br)o1	-0.1%	5.4%	-0.204	-0.277	0.0934	0.384	-2.2%	-3.0%	-9.6%	-0.4%	-2.4%	-2.4%
CCn1cc(C(=O)OCC(=O)N(C)Cc2ccccc2)c(=O)c2ccc(C)nc21	2.0%	15.1%	-1.28	-0.29	-0.136	0.515	0.3%	-2.6%	5.7%	-6.3%	-9.3%	6.0%
COc1ccc(NC(=O)c2ccco2)cc1NC(=O)c1cccs1	12.5%	6.3%	0.375	-0.245	0.15	-0.536	-7.7%	-3.1%	10.1%	5.9%	10.2%	-3.4%
COc1ccccc1CNCc1cc(OC)c(OC)cc1OC	2.5%	-2.8%	-0.519	-0.128	-0.0505	0.5	-7.3%	-3.9%	-8.2%	3.1%	12.2%	4.0%
CC(=O)Nc1nc(C)c(Oc2cccc(C(F)(F)F)c2)c(=O)[nH]1	6.7%	-2.7%	-0.382	-0.267	-0.253	0.542	-5.6%	nt	1.6%	nt	nt	3.9%
CC(=O)c1ccccc1OC(=O)CCN1C(=O)C2C3C=CC(C4CC34)C2C1=O (stereo unspecified)	-2.0%	-1.4%	0.854	-0.316	0.551	-0.117	8.4%	-5.9%	-6.8%	59.3%*	12.0%	-0.5%
NC(=O)c1ccsc1NC(=O)COC(=O)/C=C/c1ccc([N+](=O)[O-])cc1	10.6%	-4.0%	0.135	-0.229	-0.047	0.0661	-7.9%	nt	35.1%	nt	nt	0.2%
CCNC(=O)N1C(=O)C2(OCCO2)c2ccccc21	7.4%	5.5%	-0.586	-0.215	-0.169	0.582	-1.1%	-9.5%	-8.1%	3.8%	-4.8%	4.3%
CCOc1ccc(C2N(c3cc(C)on3)C(=O)C3CCCN32)cc1OC (stereo unspecified)	1.5%	7.8%	3.6	-0.316	1.67	-2.28	-0.3%	-0.7%	5.3%	0.0%	0.9%	1.6%
C=CC[n+]1c(-c2ccccc2)csc1NC(C)(C)C	3.1%	1.9%	0.965	-0.321	0.696	0.317	-1.1%	-5.2%	0.4%	-11.9%	-24.0%	-0.1%
C=CCn1c2ccccc2c2nnc(SCC(=O)NC(C(=O)OC)C(C)C)nc21 (stereo unspecified)	22.2%	9.1%	0.805	-0.153	0.428	0.746	-2.8%	-9.9%	-1.5%	-0.9%	4.5%	-3.0%
Cc1ccc(CNC(=O)c2ccc(Cn3nc(C)c(Cl)c3C)o2)cc1	-1.6%	-1.2%	1.16	0.168	-0.0325	-2.45	-8.3%	-5.4%	7.0%	11.2%	8.5%	0.8%
COc1ccc2c(c1)CC/C(=C/c1cc(OC)c(OC)c(OC)c1)C2=O	-4.8%	9.6%	-0.74	0.0675	-0.379	0.628	-1.1%	-7.2%	-20.7%	52.2%*	18.9%	-5.4%
COC1CCCN(Cc2cn(C)nc2-c2ccc(Oc3ccccc3)cc2)C1 (stereo unspecified)	-2.6%	2.1%	-0.225	-0.279	-0.308	0.617	-6.3%	-4.5%	-7.8%	8.1%	14.3%	1.6%
Cc1ccc(NC(=O)CC2SC(=NC3CCCCC3)NC2=O)cc1 (stereo unspecified)	11.4%	0.5%	-0.515	-0.314	-0.653	0.918	-6.5%	-5.0%	-0.2%	3.1%	3.2%	2.3%
Cc1ccc(C2/C(=C(\O)c3ccc4c(c3)OCCO4)C(=O)C(=O)N2CCCN(C)C)o1 (stereo unspecified)	13.0%	-0.3%	0.845	-0.388	0.201	0.255	-5.8%	-8.2%	-5.4%	7.8%	1.8%	-2.3%
C[C@H]1C=C(C(=O)N2CCN(Cc3ccc4c(c3)OCO4)CC2)O[C@@H](OCc2ccc(CO)cc2)C1	-1.4%	-2.0%	0.3	-0.294	0.582	-0.334	-5.9%	-1.4%	-2.9%	5.2%	13.1%	4.3%
N#Cc1c(NC(=O)Cn2cnc3ccccc3c2=O)oc(-c2ccccc2)c1-c1ccccc1	1.47µM*	11.8%	0.0819	-0.24	0.258	-0.17	1.9%	-6.9%	-3.2%	17.9%	24.9%	-3.7%
CC(=O)c1c(N(C)C)ccnc1C(F)(F)F	-0.7%	4.1%	-0.722	-0.196	-0.19	0.383	-2.6%	-5.0%	-7.4%	-3.7%	-6.0%	0.1%
Cc1nn(C(C)(C)C)c(N)c1-c1ccccc1	-10.7%	2.6%	1.46	-0.157	0.857	-1.56	-6.7%	-6.6%	14.5%	3.4%	2.5%	-5.8%
Cc1ccc(NC(=O)CNCCCN2CCOCC2)cc1S(=O)(=O)N1CCCCC1	-5.9%	5.1%	0.287	-0.265	-0.0835	0.748	-12.0%	nt	-10.0%	nt	nt	1.3%
CCOc1ccc(/C(O)=C2/C(=O)C(=O)N(CCOCCO)C2c2ccc(F)cc2)cc1 (stereo unspecified)	21.8%	15.2%	-0.747	-0.191	-0.0525	0.188	-2.2%	-1.6%	8.1%	-12.8%	-8.6%	3.5%
CC(C)N1CCC(=NNC(=O)c2ccc(Br)o2)CC1	6.7%	0.1%	0.505	-0.206	0.593	1.16	-5.3%	-2.1%	-4.4%	10.8%	8.3%	0.8%
Cc1ccccc1NC(=O)CSc1nn2c(=O)c(C)nnc2s1	5.5%	-6.8%	0.86	-0.171	0.18	-0.677	-2.9%	-2.2%	-19.6%	3.5%	0.8%	-1.5%
O=S(=O)(Nc1cccc(S(=O)(=O)N2CCOCC2)c1)c1ccc2c(c1)OCCO2	-2.7%	-2.1%	0.988	-0.409	1.63	-0.224	-6.9%	-10.1%	-4.4%	-10.3%	-16.4%	-2.6%
CCOC(=O)C1CCN(CC(=O)Nc2c(C(=O)OC)[nH]c3cccc(C)c23)CC1	12.7%	16.4%	0.0891	-0.207	0.0486	-0.0854	-10.3%	-8.3%	11.7%	6.2%	5.2%	2.1%
O=[N+]([O-])c1cc2c(cc1[N+](=O)[O-])OCCOCCOCCOCCO2	-11.3%	2.5%	-0.133	-0.203	-0.0184	-0.117	-6.4%	-6.0%	14.1%	28.7%	9.9%	1.1%
O=S(=O)(NCCc1csc(-c2ccccc2)n1)c1cccnc1	-11.3%	2.0%	0.166	-0.181	0.674	0.165	-3.6%	nt	0.9%	nt	nt	-2.9%
Cc1cccc(C)c1N=Cc1c(C(F)(F)F)[nH][nH]c1=O	4.7%	4.5%	-0.883	-0.374	-0.0717	0.396	-2.5%	-3.0%	2.3%	0.2%	-11.2%	1.5%
Cc1ccccc1NC(=S)NNC(=O)c1ccoc1C	-8.5%	-2.1%	-0.827	-0.162	-0.1	-0.036	-10.1%	0.9%	-32.1%	-5.2%	-8.1%	2.9%
CCOc1cccc2sc(Cl)nc12	3.2%	-0.8%	-1.4	2.39	0.317	0.258	-8.5%	-4.2%	19.0%	2.0%	2.7%	-0.1%
CS(=O)(=O)NCCCNc1ccc(C(F)(F)F)cc1[N+](=O)[O-]	19.5%	0.4%	1.97	-0.238	1.43	-0.948	-9.0%	nt	19.0%	nt	nt	-1.7%
Cn1nc(C(F)(F)F)c(CN2CC(C)(C)C2=O)c1N1CCOCC1	-0.7%	-1.1%	1.95	-0.166	0.932	-1.93	-5.7%	-7.8%	11.3%	2.2%	7.0%	4.4%
CCn1c(Cc2ccc(OC)cc2)nnc1SCC(=O)NC1CCCCC1	17.6%	5.0%	0.156	-0.26	0.207	0.323	-4.9%	-4.1%	-7.2%	2.1%	-5.2%	11.5%

A portion from further up, for reference:
SMILES	M17LAP inhibition	M1AAP inhibition	Dynein transport	Dynein transport cytoplasmic EGFP	Dynein transport nuclear GR-EGFP	Dynein transport cell count	LYP phosphatase	XIAP antagonists	AID2073	PMI inhibition	PMI inhibitors	Siah-1 displacement
Cn1nc(C(F)(F)F)c(CN2CC(C)(C)C2=O)c1N1CCOCC1	-0.7%	-1.1%	1.95	-0.166	0.932	-1.93	-5.7%	-7.8%	11.3%	2.2%	7.0%	4.4%
CCn1c(Cc2ccc(OC)cc2)nnc1SCC(=O)NC1CCCCC1	17.6%	5.0%	0.156	-0.26	0.207	0.323	-4.9%	-4.1%	-7.2%	2.1%	-5.2%	11.5%

From PubChem
